Screens from PubChem.
SRC1 TRFRET art: flags TR-FRET format artefacts in PPARgamma SRC-1 recruitment agonist screen | TR-FRET detection artefact counter-screen, emission ratio; stronger effect = higher value | TR-FRET ratio at 8 µM | actives 0.34% (n = 99,000) | AID 1051; in the data active = TR-FRET ratio above about 2300; also: inactives centre near 1800; reference of the scale not given here
SRC3 TRFRET art: flags TR-FRET format artefacts in PPARgamma SRC-3 recruitment agonist screen; TR-FRET artefact counter-screen, PPARgamma/SRC-3 format; stronger effect = higher value; TR-FRET ratio at 8 µM; actives 0.39% (n = 99,000); AID 1048; in the data active = TR-FRET ratio above about 2000; also: inactives centre near 1600; reference of the scale not given here
* = called active by the depositor.

Results follow in this order: SRC1 TRFRET art	SRC3 TRFRET art
CCOC(=O)C1CCCN(C2CC(=O)N(c3ccccc3)C2=O)C1 (stereo unspecified)
→ 1905	1622
Oc1ccc(/C=N/NC(=S)Nc2cccnc2)cc1O
→ 2036	1584
COc1ccccc1N1CCN(CC(=O)N2N=CCC2c2ccccc2)CC1 (stereo unspecified)
→ 1803	1488
O=C(CC1C(=O)NCCN1Cc1ccc(-c2ccccc2)cc1)NCCCn1cccn1 (stereo unspecified)
→ 1774	1718
COc1ccc(Cl)cc1NC(=S)Nc1ccc(Cl)cn1
→ 1800	1558
O=C(CSc1ncnc2[nH]ncc12)Nc1nc(-c2ccc(F)c(F)c2)cs1
→ 1897	1539
CC(=O)c1cccc(NC(=O)COC(=O)C2=COCCO2)c1
→ 1691	1487
Cc1ccc(Oc2c(C(N)=O)cc([N+](=O)[O-])cc2[N+](=O)[O-])cc1
→ 1406	1299
COc1ccc(-c2nnc(SCC(=O)NCC3CCCO3)n2C)cc1 (stereo unspecified)
→ 1644	1505
Cc1ccc[n+](C2C(c3ccc([N+](=O)[O-])cc3)C(C#N)=C([S-])NC2(O)C2CC2)c1 (stereo unspecified)
→ 1755	1454
CSc1ccc(CNc2nnnn2C)cc1
→ 1916	1636
COc1ccc(-c2ccc3ccccc3n2)cc1
→ 1630	1495
Cc1ccc(C)c(N2CCN(C(=S)Nc3ccc4nc(N5CCOCC5)cc(C)c4c3)CC2)c1
→ 1789	1603
COc1ccc(N(CCCN2C(=O)c3cccc4cccc(c34)C2=O)C(=O)c2cccc(OC)c2)cc1
→ 1922	1684
COc1ccc(N)cc1-n1c(C)ccc1C
→ 1831	1632
CC(C)C(NS(=O)(=O)c1ccc2c(c1)OCCCO2)C(=O)O (stereo unspecified)
→ 1618	1548
O=C1C2C3C=CC(C3)C2C(=O)N1/N=C/c1ccc(-c2ccccc2[N+](=O)[O-])o1 (stereo unspecified)
→ 1849	1557
Cc1cc(C)c2nc(SC3CCOC3=O)cc(C)c2c1 (stereo unspecified)
→ 1591	1690
CSc1ncc(C(C)=O)c(C)n1
→ 1755	1526
CC(=O)c1sc(NC(=O)c2ccc(F)cc2)nc1-c1ccccc1
→ 2002	1593
COc1ccccc1C(=O)C1CCCN(C(=O)c2ccc3c(c2)OCCO3)C1 (stereo unspecified)
→ 1556	1527
Cc1ccc(N2CCN(c3cc(C)nc4nc(C)nn34)CC2)c(C)c1
→ 1537	1532
CCCCC(=O)N(Cc1nc2sc(C)c(C)c2c(=O)[nH]1)C1CCCC1
→ 1817	1508
CCN1CCCc2cc(CN(CCN3CCOCC3)C(=S)Nc3cccc(C)c3)ccc21
→ 2068	1586
CCC(C)NC(=O)CN1C(=O)NC2(CCc3ccccc3C2)C1=O (stereo unspecified)
→ 1700	1422
CCn1c(=O)cc(OCC(=O)NCc2cccs2)c2ccccc21
→ 2066	1443
CC(=O)c1cccc(N=Nc2c(C)[nH]c3ccccc23)c1
→ 1687	1596
CCCN1CCN(CCCNC(=O)Cn2cc3c(n2)CCCC3)CC1
→ 1982	1529
O=C(NCc1nnc(SCC(=O)N2CCOCC2)o1)c1c(F)cccc1Cl
→ 1983	1759
COC(=O)c1sc(NC(=S)NC(=O)c2ccc(F)cc2)nc1C
→ 1849	1772
CCCCC(=O)NC(=S)Nc1ccccc1N1CCCCC1
→ 1822	1542
O=C(O)c1ccc(/C=N/N2CCN(Cc3ccc(Cl)cc3)CC2)cc1
→ 2083	1612
COC(=O)c1cccc(NC(=O)c2ccc(OC)c(Cl)c2)c1
→ 1847	1511
CC(C)(C)NC(=O)CCSc1nnc(-c2ccco2)o1
→ 1663	1615
COc1ccccc1C(=O)NNC(=O)c1ccncc1
→ 1629	1542
Oc1cccc(Oc2ncc(C(F)(F)F)cc2Cl)c1
→ 1794	1737
COc1ccc(/C=C/C(=O)NC(=S)NNC(=O)c2cccnc2)cc1
→ 1522	1481
Cc1nc(NC(=O)C23CC4CC(CC(C4)C2)C3)sc1Cc1ccc2c(c1)OCO2
→ 1739	1485
Cc1cccc(NCC(=O)N/N=C\c2c[nH]c3ccccc23)c1
→ 1556	1300
COc1ccc(S(=O)(=O)Oc2cccc(/C=N/N=C3/NC(=O)C(CC(=O)O)S3)c2)cc1 (stereo unspecified)
→ 1741	1552
C=C1c2cc(C)ccc2NC(=O)N1c1ccccc1
→ 1706	1467
Cc1cc(C)cc(-n2c(C)c3c(C)nnc(C)c3c2C)c1
→ 1566	1550
COC(=O)NNS(=O)(=O)c1ccc(C)cc1
→ 1856	1705
O=C(c1ccc([N+](=O)[O-])cc1)N1CCSC1c1cccc(Cl)c1 (stereo unspecified)
→ 2107	1442
S=c1nc(-c2ccccc2)n(CCCn2ccnc2)c2c1CCCC2
→ 2100	1774
Cc1ccc(Cl)cc1N1CCN(c2cccc[n+]2C)CC1
→ 1771	1360
CCOP(=O)(OCC)C(Nc1cccc(C(F)(F)F)c1)c1ccc(Br)cc1 (stereo unspecified)
→ 1905	1517
Cc1ccc(C)c(NC(=O)CSc2ccc(-c3cccs3)nn2)c1
→ 1720	1480
Cc1ccc(CSc2ncnc3c2cnn3-c2ccccc2)cc1
→ 1492	1700
O=C(NCc1ccncc1)C(=O)C1C(=O)Nc2ccccc21 (stereo unspecified)
→ 1836	1676
O=C(N/N=C/c1ccc(O)cc1O)/C(=C/c1ccccc1)CCO
→ 2120	1699
CC(NC1CCCC1)c1ccccc1 (stereo unspecified)
→ 1724	1503
O=C(COc1cc(F)ccc1[N+](=O)[O-])NCCCc1ccccc1
→ 2024	1311
O=C(NC(Cc1ccccc1)C(=O)OCC(=O)N1CCc2ccccc21)c1ccco1 (stereo unspecified)
→ 1541	1615
O=C(CSc1n[nH]c(=O)[nH]c1=O)N/N=C/c1ccccc1O
→ 1854	1498
Cc1sc2nc(CSCC(=O)Nc3c(Cl)cccc3Cl)[nH]c(=O)c2c1C
→ 1711	1496
O=C(O)c1ccc2c3c(cccc13)C(=O)N(OS(=O)(=O)c1ccccc1)C2=O
→ 1739	1491
COc1ccc(-c2cc(=O)oc3cc(OCC(=O)c4cccc([N+](=O)[O-])c4)ccc23)cc1
→ 1973	1700
O=C(N/N=C/c1cn(-c2ccccc2)nc1-c1cc2ccccc2o1)c1ccccc1Br
→ 1458	1657
CCC(=O)c1ccc(OCC(=O)N(C)CC(=O)Nc2cccc(F)c2)cc1
→ 1876	1614

Taken from above:
Entry of CCCCC(=O)NC(=S)Nc1ccccc1N1CCCCC1 under SRC1 TRFRET art: 1822
Entry of COc1ccc(S(=O)(=O)Oc2cccc(/C=N/N=C3/NC(=O)C(CC(=O)O)S3)c2)cc1 (stereo unspecified) under SRC1 TRFRET art: 1741
Entry of CC(NC1CCCC1)c1ccccc1 (stereo unspecified) under SRC3 TRFRET art: 1503
Entry of COc1ccc(/C=C/C(=O)NC(=S)NNC(=O)c2cccnc2)cc1 under SRC3 TRFRET art: 1481
Entry of CCOP(=O)(OCC)C(Nc1cccc(C(F)(F)F)c1)c1ccc(Br)cc1 (stereo unspecified) under SRC3 TRFRET art: 1517
Entry of Cc1ccc(C)c(NC(=O)CSc2ccc(-c3cccs3)nn2)c1 under SRC3 TRFRET art: 1480

The listing picks up; the 6 compounds before the break are reprinted first.
Results follow in this order: SRC1 TRFRET art	SRC3 TRFRET art
O=C(CSc1n[nH]c(=O)[nH]c1=O)N/N=C/c1ccccc1O
→ 1854	1498
Cc1sc2nc(CSCC(=O)Nc3c(Cl)cccc3Cl)[nH]c(=O)c2c1C
→ 1711	1496
O=C(O)c1ccc2c3c(cccc13)C(=O)N(OS(=O)(=O)c1ccccc1)C2=O
→ 1739	1491
COc1ccc(-c2cc(=O)oc3cc(OCC(=O)c4cccc([N+](=O)[O-])c4)ccc23)cc1
→ 1973	1700
O=C(N/N=C/c1cn(-c2ccccc2)nc1-c1cc2ccccc2o1)c1ccccc1Br
→ 1458	1657
CCC(=O)c1ccc(OCC(=O)N(C)CC(=O)Nc2cccc(F)c2)cc1
→ 1876	1614
O=C(CN1C(=O)C2C3C=CC(C4CC34)C2C1=O)Nc1cccc2ncccc12 (stereo unspecified)
→ 1315	1454
C/C(=N/NC(=O)CNC(=O)c1cccnc1)c1cccc([N+](=O)[O-])c1
→ 1950	1752
COc1cc(/C=N/O)ccc1OCc1ccc(Cl)cc1
→ 1659	1393
COc1cccc(/C=N/n2c(-c3n[nH]c4c3CCC4)n[nH]c2=S)c1O
→ 2019	1698
COc1ccc(Cl)cc1C(=O)NNC1CC(=O)N(Cc2ccc(Cl)cc2)C1=O (stereo unspecified)
→ 1572	1551
COC(=O)Cc1ccc(NC(=S)NCc2ccccc2Cl)cc1
→ 2034	1945
CCc1ccc(OCC(=O)NNC(=O)Cc2cccs2)cc1
→ 1877	1582
O=C(O)c1cccc(NC(=O)c2cn(-c3ccccc3)nc2-c2cc3ccccc3o2)c1
→ 1603	1759
CCCOc1cccc(OCC(=O)Nc2nc3ccccc3[nH]2)c1
→ 1800	1450
c1ccc(-n2cnnc2SCc2cn3ccccc3n2)cc1
→ 1874	1691
NC(=O)c1ccc(Oc2cccc3cccnc23)c([N+](=O)[O-])c1
→ 1771	1479
Cc1ccc(C)c(NC(=O)C2CCCN2/C=C/C(=O)C(F)(F)F)c1 (stereo unspecified)
→ 1809	1749
O=C(NN1C(=O)c2ccccc2NC1c1ccoc1)c1ccccc1 (stereo unspecified)
→ 1621	1592
Cc1noc(C)c1CCC(=O)O
→ 1854	1514
FC(F)Oc1ccc(NC(=S)NCc2ccccc2)cc1
→ 1600	1564
CC(=O)NC1=NN(C(C)=O)C2(S1)C(=O)N(C(C)=O)c1ccc(C)cc12 (stereo unspecified)
→ 1984	1605
O=C(c1cc([N+](=O)[O-])ccc1Cl)N1CCN(c2ccc(F)cc2)CC1
→ 1616	1546
COc1ccc(/C=N/NC(=O)C(C)n2cnc3ccccc3c2=O)cc1OC (stereo unspecified)
→ 1973	1480
Cc1ccc(C(=O)Nc2nnc(SCC(=O)N3CCCc4ccccc43)s2)cc1
→ 1675	1447
COC(=O)C1C(c2ccc(OC)cc2)NC(=O)NC1(O)C(F)(F)Cl (stereo unspecified)
→ 1589	1431
CC(=O)c1c(C)[nH]c(C(=O)OCc2ccccc2F)c1C
→ 1663	1452
C(=N\N1CCN(c2ccccn2)CC1)/C1=C(N2CCOCC2)C(=C/c2ccccc2)/CC1
→ 2088	1570
CCN(CC)S(=O)(=O)c1ccc(N/N=C/c2ccccc2OCC(=O)O)c([N+](=O)[O-])c1
→ 1720	1574
CC(C)=C1C2CCC1C1C(=O)N(c3ccc(C)c(C)c3)C(=O)C21 (stereo unspecified)
→ 1477	1469
O=C(CN(C(=O)c1ccccc1Cl)N1C(=O)CCCC1=O)c1ccc(Cl)cc1
→ 1706	1497
Cc1ccc2[nH]c(=O)c(CN(Cc3ccco3)C(=O)CN3CCCC(C)C3)cc2c1 (stereo unspecified)
→ 1837	1457
O=C(CNC(=O)c1ccccc1Cl)N/N=C/c1ccc([N+](=O)[O-])s1
→ 1509	1465
Cc1c(N(C(=O)CNC(=O)c2ccccc2)C2(C(=O)NC3CCCC3)CCCCC2)c(=O)n(-c2ccccc2)n1C
→ 1664	1608
Clc1ccc(OCCCN2CCCC2)cc1Cl
→ 1811	1554
Cc1ccc(S(=O)(=O)N2c3ccc(S(N)(=O)=O)cc3CC2C)cc1 (stereo unspecified)
→ 1726	1638
CCNc1ccc(P(=O)(c2ccccc2)c2ccccc2)cc1
→ 1687	1604
COc1cccc(C(=O)N2CCOCC2)c1OC
→ 1774	1508
C=CCN1CC(O)=C(c2nc3ccccc3[nH]2)C1=N
→ 1951	1621
CC1=NN(c2ccccc2)C(=O)/C1=C\c1cn(CCC#N)nc1-c1ccc(Cl)cc1
→ 2090	1765
CCOc1c(OC)cccc1C1CC(=O)Nc2cc3c(cc21)OCCO3 (stereo unspecified)
→ 1809	1686
CCOCCCNC(=O)C(c1ccc(C)cc1)N(Cc1cccs1)C(=O)CNC(C)=O (stereo unspecified)
→ 1664	1552
COc1ccc(NC(=O)C(Sc2nnc(-c3ccncc3)n2-c2ccccc2C)c2ccccc2)cc1Cl (stereo unspecified)
→ 1681	1513
Cc1cc(-c2ccccc2)nc(Cl)c1C#N
→ 1837	1640
Cc1ccc(OCc2n[nH]c(=S)n2-c2ccccc2)cc1C
→ 2016	1534
CCC(C)NCCOCCOc1ccc(Cl)cc1Br (stereo unspecified)
→ 1421	1408
O=C(/C=C(/c1ccc(Cl)cc1)n1cncn1)c1ccccc1
→ 1774	1574
CC(=O)Oc1ccc2c(=O)c(-c3nc4ccccc4s3)coc2c1
→ 1804	1862
Cc1ccc(S(=O)(=O)NC(=O)NN2CCCCCC2)cc1
→ 1829	1695
O=C(Nc1nc(-c2ccccn2)cs1)C1CC(=O)N(c2ccc3c(c2)OCCO3)C1 (stereo unspecified)
→ 1713	1575
CCOc1ccc(NC(=S)N/N=C(\C)Cc2ccc(OC)cc2)cc1
→ 2048	1630
CC(=O)c1cc2c(cc1NC(=O)c1ccc(C)cc1)OCO2
→ 1922	1547
CCCCC1NC(=S)N(C2CCCCC2)C1=O (stereo unspecified)
→ 2068	1620
c1ccc2c(-c3[nH]ncc3CNCCCn3ncc4ccccc43)cccc2c1
→ 1385	1665
O=C(/C=C/Nc1ccc(F)cc1Br)c1ccccc1
→ 1539	1452
N/C(=N\OC(=O)CCCOc1ccccc1)c1cccc([N+](=O)[O-])c1
→ 1715	1675
Cc1cccc(-c2cc3c(N=O)c4ccccc4c-3n[nH]2)c1
→ 1545	1616
O=C(Cn1cnc2c(nnn2-c2ccccc2)c1=O)NCC1CCCO1 (stereo unspecified)
→ 1731	1616
Cc1cc(C)cc(NC(=O)COC(=O)CCc2ccc(S(=O)(=O)N3CCOCC3)cc2)c1
→ 1809	1635
COC(=O)C1CCN(C(=O)Nc2ccccc2)CC1
→ 1747	1442
COc1ccc(C2CC(=O)c3c([nH]c(C(=O)OC(C)C)c3C)C2)cc1OC (stereo unspecified)
→ 1581	3447*
Cc1ccc(/C=N/NC(=O)CSc2nc3ccccc3s2)o1
→ 1568	1470
CC(NS(=O)(=O)c1ccc2c(c1)OCCO2)c1ccccc1 (stereo unspecified)
→ 1984	1661
O=C(N/N=C/C1CC=CCC1)c1cc2ccccc2cc1O (stereo unspecified)
→ 1934	1546
COc1ccc(C(=O)OCC(=O)Nc2ccc(Cl)cn2)cc1
→ 1593	1699
